SENP8 block: human SENP8 protease inhibitors, primary screen, biochemical, fluorescence, Nedd8 protein substrate, uHTS. inhibition, % at 20 µM. 0.64% of 360,000 active. recombinant SENP8; in the data active = inhibition mostly above about 40%, no sharp cut-off; inactive = mostly below about 27%
Target sequence (Q96LD8 whole entry, looked up): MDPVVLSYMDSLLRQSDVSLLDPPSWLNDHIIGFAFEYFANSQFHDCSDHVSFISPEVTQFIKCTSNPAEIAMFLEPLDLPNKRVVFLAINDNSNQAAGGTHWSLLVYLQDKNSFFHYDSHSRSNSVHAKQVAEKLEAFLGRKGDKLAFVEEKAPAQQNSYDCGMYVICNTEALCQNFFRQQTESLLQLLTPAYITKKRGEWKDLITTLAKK
SENP1 FRET inh: human SENP1 catalytic domain inhibitors, primary screen, biochemical, FRET, uHTS; Sentrin-specific protease 1 (Homo sapiens), Q9P0U3; recombinant SENP1 catalytic domain, CyPet-SUMO1-YPet FRET cleavage; inhibition, % at 10 µM; 0.21% of 360,000 active;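 active = inhibition at least 30% at 10 µM, raw YFP signal under a set limit, fluorescence ratio 0.5 to 1.5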;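 also: 0% = enzyme with DMSO and 100% = no enzyme wells; some results filed as inactive read as strong as hits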
Target sequence (Q9P0U3 419-644 limits assumed): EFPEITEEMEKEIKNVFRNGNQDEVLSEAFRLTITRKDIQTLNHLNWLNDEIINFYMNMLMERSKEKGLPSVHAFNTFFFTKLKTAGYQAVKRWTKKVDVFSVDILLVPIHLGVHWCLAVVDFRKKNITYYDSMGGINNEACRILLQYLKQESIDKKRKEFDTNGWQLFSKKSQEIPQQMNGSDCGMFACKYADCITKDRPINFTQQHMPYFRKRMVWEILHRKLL
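Test system: recombinant human SENP1 catalytic domain, His6-tagged / Medium: pH 8 Tris buffer with EDTA, NaCl, BME, BSA, NP40, catalase / Also added: SUMO1 FRET substrate flanked by Cypet and Ypet, 25 nM / Times: 50 min reaction at room temperature / Signal: FRET, CFP and YFP emission / Control set: no-enzyme low control and enzyme-plus-DMSO high control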
* = called active by the depositor; & = joins results of further samples. The list is partial; count on the stated rates, not on these rows.

| cpd | SMILES | SENP8 block | SENP1 FRET inh |
| --- | --- | --- | --- |
| 1 | CC(C)=CCC[C@H](C)CC1Cc2[nH]c(=S)[nH]c(=O)c2C(c2ccc(Cl)cc2)O1 (stereo partly drawn) | 17 | -1 |
| 2 | COc1ccc(NC(=O)C2(C)CCN2Cc2ccc(OC)c3ccccc23)cc1OC (stereo not drawn) | 7 | -1 |
| 3 | O=C(CC[C@H]1O[C@@H](n2cnc3c(NC(=O)c4ccccc4)ncnc32)[C@H](O)[C@@H]1O)NCc1cccs1 | 27 | -2 |
| 4 | COc1ccc(CCNC(=O)Nc2nc(C(N)COCc3ccccc3)cs2)cc1OC (stereo not drawn) | 22 | 2 |
| 5 | CC(C)N1C(=O)NC2NC(=O)N(C(C)C)C21 (stereo not drawn) | 6 | -8 |
| 6 | C/C=C/c1cccc(-c2nc(C(=O)N3CCOCC3)cc3c2[C@H](CCO)N(C(=O)NC(C)C)C3)c1 | 13 | 1 |
| 7 | FC(F)(F)c1ccccc1Cc1c(-c2ccco2)nc2ccc(Br)cn12 | -18 | 1 |
| 8 | CC1(C(=O)NS(=O)(=O)c2ccc(Cl)cc2)CCN1C(=O)c1ccco1 (stereo not drawn) | 20 | 0 |
| 9 | COCCNc1nc(NCc2cccc(OC)c2)c2sccc2n1 | -60 | 3 |
| 10 | CC1(C(=O)NS(=O)(=O)C2CC2)CCN(C(=O)c2ccccc2OC(F)(F)F)C1 (stereo not drawn) | 18 | -1 |
| 11 | Oc1ccc(C[C@H]2CNC(=S)N2C[C@H]2CCCN2C[C@H](Cc2ccccc2)N2C[C@H](Cc3ccc(O)cc3)N(CC3CCCCCC3)C2=S)cc1 | 15 | 1 |
| 12 | COc1cc(CNC(=O)c2cc(-c3ccc(OC)cc3C)n[nH]2)cc(OC)c1 | 10 | 0 |
| 13 | Cc1ccc(S(=O)(=O)NC(=O)NC2=NC(C)(C)N(c3ccc(Cl)c(Cl)c3)C(N)=N2)cc1 | 7 | 0 |
| 14 | Cc1ccc(CN2CCC(C)(Oc3cccc(Cl)c3)C2)cc1 (stereo not drawn) | 11 | -2 |
| 15 | COC(=O)[C@@]12C[C@@H](CC(=O)N3CCN(C(=O)c4ccco4)CC3)C(=O)N(Cc3ccccc3)C1=CCC(C)(C)C2 | 12 | 3 |
| 16 | CC(=O)Nc1cc(-c2cccc(NS(C)(=O)=O)c2)cn2c(-c3cccc(C(C)=O)c3)cnc12 | -38 | -1 |
| 17 | Cc1cc(Br)cn2c(Cc3ccsc3)c(C(C)(C)C)nc12 | -207 | -38 |
| 18 | COC(=O)C1(C(=O)OC)Cc2ccccc2N(S(=O)(=O)c2ccc(C)cc2)C1CC(C)=O (stereo not drawn) | 24 | -1 |
| 19 | COc1ccc(C(N)c2csc(Nc3ccc(C(=O)NCCCO)cn3)n2)cc1 (stereo not drawn) | -394 | -10 |
| 20 | Cc1ccc(-c2nc3ccc(Br)cn3c2Cc2cccc(Cl)c2)cc1 | 4 | 3 |
| 21 | COc1cc(-c2cnc3c(NC=O)cc(-c4cccc(C(F)(F)F)c4)cn23)cc(OC)c1OC | -229 | -8 |
| 22 | CCCNC(=O)C1(C)CCN(C(=O)c2ccc(C)c(F)c2)C1 (stereo not drawn) | 10 | 2 |
| 23 | CCOC(=O)C1(C)CCN1C(=O)c1cccc(C#N)c1 (stereo not drawn) | 11 | 5 |
| 24 | COc1ccc(CCCNC(=O)C2(C)Cc3c(-c4ccc(NC(C)=O)cc4)ccnc3O2)cc1 (stereo not drawn) | -7 | 4 |
| 25 | Cc1ccc(S(=O)(=O)NCc2ccccc2Br)cc1 | 12 | 4 |
| 26 | Cc1cc2nc(C3CCCCC3)c(Cc3cccc(F)c3)n2c(C)c1Br | 6 | 3 |
| 27 | NS(=O)(=O)c1ccc(CCNc2nn3c(-c4cccc(OC(F)(F)F)c4)cnc3s2)cc1 | 7 | 0 |
| 28 | CCCNC(=O)c1cc(C2CCCCN2S(=O)(=O)c2cccc3cccnc23)on1 (stereo not drawn) | 13 | 1 |
| 29 | COc1ccccc1CNc1nc(NCc2ccc(C(C)C)cc2)c2sccc2n1 | -24 | 1 |
| 30 | O=C(NCCN1CCC(n2c(=O)[nH]c3ccccc32)CC1)c1ccc(Cl)cc1Cl | 24 | 1 |
| 31 | COC(=O)C1=CN(c2ccc(C(C)(C)C)cc2)C(N)=C(C#N)C1c1cccc([N+](=O)[O-])c1 (stereo not drawn) | -7 | -1 |
| 32 | CCOC(=O)C1(C)CCN1C(=O)c1ccc(OC)c(OC)c1 (stereo not drawn) | 9 | 2 |
| 33 | COc1cc(-c2cc(NC(C)=O)c3ncc(-c4cc(OC)c(OC)c(OC)c4)n3c2)cc(OC)c1OC | -356 | -1 |
| 34 | Cn1cc(-c2ccc3c(c2)OCO3)c2ccccc21 | -160 | -1 |
| 35 | COc1ccccc1NC(=O)Nc1nc(C(N)C2CCCCC2)cs1 (stereo not drawn) | 8 | -2 |
| 36 | COCCCN1C(=O)C(CC(=O)NC2CCCCC2)CC(C(=O)N2CCCCCC2)=C1C (stereo not drawn) | 12 | -2 |
| 37 | COc1cccc(C(O)c2nc(-c3cccc(C(F)(F)F)c3)cs2)c1 (stereo not drawn) | 2 | -2 |
| 38 | CN1C(=O)C(c2cn(C)c3ccccc23)(c2cn(C)c3ccccc23)c2cc(F)ccc21 | 5 | 0 |
| 39 | COC(=O)C[C@@H]1CC[C@H](NC(=O)Cc2ccccn2)[C@@H](CO)O1 | 18 | -1 |
| 40 | CC1(C(=O)NS(=O)(=O)C2CC2)CCCN(C(=O)c2ccc(F)c(Cl)c2)C1 (stereo not drawn) | 11 | 1 |
| 41 | CCCNC(=O)C1(C)CCN(C(=O)c2ccc(OC)cc2OC)C1 (stereo not drawn) | 13 | -2 |
| 42 | COc1ccc(-c2[nH][nH]c(=O)c2NC(=O)c2ccc([N+](=O)[O-])cc2)cc1 | 60* | 2 |
| 43 | OC[C@@H]1CN(Cc2ccc(-c3ccccc3)cc2)C[C@H](n2cnc3c(NCc4ccncc4)ncnc32)O1 | -4 | -1 |
| 44 | COc1ccc(C(C(=O)Nc2ccc(F)cc2)N2CCN(C(=O)c3ccco3)CC2)cc1 (stereo not drawn) | 10 | -6 |
| 45 | CC(=O)Nc1cccc(-c2ccnc3c2CC(C(=O)Nc2cccc(OC(F)(F)F)c2)O3)c1 (stereo not drawn) | 24 | -2 |
| 46 | CC(=O)C1=CCC(c2ccc(F)cc2)N(S(=O)(=O)c2ccc(C)cc2)C1 (stereo not drawn) | 4&9 | -1&2 |
| 47 | CCCCNc1c(-c2ccc(SC(C)CC)cc2)nc2ccc(Cl)cn12 (stereo not drawn) | -422 | -22 |
| 48 | CC(C)(C)c1ccc(CC(=O)N2CCC2(C)C(=O)NS(=O)(=O)c2ccccc2C(F)(F)F)cc1 (stereo not drawn) | 8 | 1 |
| 49 | COCCNc1ncnc2c1ncn2[C@H]1CN(Cc2ccncc2)C[C@@H](CO)O1 | 8 | 1 |
| 50 | COC(=O)C1(C(=O)OC)C[C@H](c2ccc(OC)cc2)N(Cc2ccccc2OC)[C@@H]1c1cccs1 | 25&17 | 1&0 |

Entries above containing a Cl atom (8):
| cpd | SMILES | SENP8 block | SENP1 FRET inh |
| --- | --- | --- | --- |
| 1 | CC(C)=CCC[C@H](C)CC1Cc2[nH]c(=S)[nH]c(=O)c2C(c2ccc(Cl)cc2)O1 (stereo partly drawn) | 17 | -1 |
| 8 | CC1(C(=O)NS(=O)(=O)c2ccc(Cl)cc2)CCN1C(=O)c1ccco1 (stereo not drawn) | 20 | 0 |
| 13 | Cc1ccc(S(=O)(=O)NC(=O)NC2=NC(C)(C)N(c3ccc(Cl)c(Cl)c3)C(N)=N2)cc1 | 7 | 0 |
| 14 | Cc1ccc(CN2CCC(C)(Oc3cccc(Cl)c3)C2)cc1 (stereo not drawn) | 11 | -2 |
| 20 | Cc1ccc(-c2nc3ccc(Br)cn3c2Cc2cccc(Cl)c2)cc1 | 4 | 3 |
| 30 | O=C(NCCN1CCC(n2c(=O)[nH]c3ccccc32)CC1)c1ccc(Cl)cc1Cl | 24 | 1 |
| 40 | CC1(C(=O)NS(=O)(=O)C2CC2)CCCN(C(=O)c2ccc(F)c(Cl)c2)C1 (stereo not drawn) | 11 | 1 |
| 47 | CCCCNc1c(-c2ccc(SC(C)CC)cc2)nc2ccc(Cl)cn12 (stereo not drawn) | -422 | -22 |

(further entries)
| cpd | SMILES | SENP8 block | SENP1 FRET inh |
| --- | --- | --- | --- |
| 51 | CC(=O)Oc1ccc(Cn2c(C)c(C(=O)NCc3cccc(C(F)(F)F)c3)sc2=O)cc1 | 7 | 0 |
| 52 | CC(C)NC(=O)C1(C)CSCC(=O)N1Cc1cccc(F)c1 (stereo not drawn) | 13 | 2 |
| 53 | COc1ccc(-c2cc(NC=O)c3ncc(-c4cccc(C(=O)NCCN(C)C)c4)n3c2)c(OC)c1 | -151 | -1 |
| 54 | C[C@@H]1CN([C@H](C)CO)C(=O)CCCn2cc(nn2)CO[C@H]1CN(C)S(=O)(=O)c1ccc(F)cc1 | 16 | 2 |
| 55 | O=C(OCc1ccccc1)N1CCC2CC1c1c2cccc1N1CCOCC1 (stereo not drawn) | 19 | 3 |
| 56 | CC1(C)OC(=O)C2=C(C[C@@H](C3CCCCC3)O[C@H]2c2ccccc2)O1 | 14 | 0 |
| 57 | Cn1ccc2c(-c3ccc(C(F)(F)F)cc3)cc3c(c21)C1CCC3C1 (stereo not drawn) | -361 | -17 |
| 58 | CC(C)CNC(=O)C1(C)CCCN1C(=O)c1c(Cl)cccc1Cl (stereo not drawn) | 14 | -2 |
| 59 | COc1cc2c(cc1OC)C(c1ccccc1[N+](=O)[O-])=NCC2 | 8 | -1 |
| 60 | CCc1nc2ccc(C(=O)NCc3ccccc3OC)cn2c1N(CC)CCN(C)C | -19 | -45 |
| 61 | CC(C)CNC(=O)C1(C)CCCN1C(=O)c1cncc(Br)c1 (stereo not drawn) | 10 | 1 |
| 62 | COC(=O)C1=CN(c2ccc(C(C)(C)C)cc2)C(N)=C(C#N)C1c1ccc(OC)cc1 (stereo not drawn) | -74 | -24 |
| 63 | CCCN(CCC)Cc1cc(=O)oc2cc(C)ccc12 | 10 | 1 |
| 64 | CC1(C(=O)NS(=O)(=O)c2ccc(F)cc2F)CCN1C(=O)CCc1ccccc1 (stereo not drawn) | 17 | 3 |
| 65 | CC1(Cc2ccc(Cl)cc2)C(=O)Nc2ccc(-c3cccnc3)cc21 (stereo not drawn) | -5 | 3 |
| 66 | CCOC(=O)C1=CCN(S(=O)(=O)c2ccccc2)C1c1ccccc1 (stereo not drawn) | 12 | 3 |
| 67 | COc1ccc(OC)c(NC(=O)c2cc(-c3ccc(F)cc3OC(C)C)n[nH]2)c1 | -8 | 3 |
| 68 | CC1(C(=O)NCc2ccccc2)CSCC(=O)N1CCCn1ccnc1 (stereo not drawn) | 24 | 0 |
| 69 | COc1ccc(CNC(=O)c2cn(Cc3ccc(OC(C)=O)cc3)c(=O)s2)cc1 | -2 | 2 |
| 70 | O=C(C[C@H]1CC[C@@H](NC(=O)c2ccncc2)[C@@H](CO)O1)NCC1CC1 | 16 | 2 |
| 71 | CC(O)(c1ccc(F)c(F)c1)c1nc(/C=C/c2ccccc2)cs1 (stereo not drawn) | 10 | -2 |
| 72 | COC(=O)[C@]12CCCCC=C1N(Cc1ccccc1)C(=O)[C@H](CC(=O)NCC1CCCCC1)C2 | 12 | 3 |
| 73 | CCCCn1nnnc1C1(C)CCC(=O)N1CCc1ccccc1F (stereo not drawn) | 13 | -1 |
| 74 | CCc1nc2c(OCc3ccccc3)cccn2c1N(C)C(=O)C(C)C | 6 | 1 |
| 75 | CSCCNC(=O)C1(C)CCN1C(=O)CCc1ccccc1 (stereo not drawn) | 1 | 0 |
| 76 | CCCCNC(=O)c1nc(C2CCN(S(=O)(=O)c3c(F)cccc3F)CC2)oc1-c1cccc(C(F)(F)F)c1 | 8 | 3 |
| 77 | COc1ccc(Nc2nc3cc(-c4ccsc4)sc3c(=O)n2C)cc1OC | -11 | 1 |
| 78 | C1=C[C@H]2CCCN3CC[C@@H]([C@@H]2[C@]32CO2)[C@H]1CCOCc1ccccc1 | 15 | -1 |
| 79 | CC(=O)C1=CCC(c2ccccc2)N(S(=O)(=O)c2ccccc2C)C1 (stereo not drawn) | 14&18 | -1&1 |
| 80 | CC(C)(C)CNC(=O)C1(C)CCN1C(=O)C1(c2ccccc2)CC1 (stereo not drawn) | 6 | -1 |
| 81 | OC(c1ccc(F)c(F)c1)c1ncc(-c2ccccc2F)[nH]1 (stereo not drawn) | 9 | 0 |
| 82 | COc1ccc(C#Cc2cccc(-c3nc(C(=O)NCc4ccc(Oc5ccccc5)cc4)cc4c3[C@@H](CCO)N(S(=O)C(C)(C)C)C4)c2)cc1OC (stereo partly drawn) | -55 | -13 |
| 83 | CC(C)NC(=O)C1C(c2ccc(C(F)(F)F)cc2)=Nc2ccccc2N1C(=O)c1cccc2ccccc12 (stereo not drawn) | -30 | 1 |
| 84 | COCCNc1ncnc2c1ncn2[C@H]1CN(Cc2ccc(OC)cc2)C[C@@H](CO)O1 | 15 | 1 |
| 85 | CN1CCN(c2ncnc3c2ncn3[C@H]2CN(Cc3ccco3)C[C@@H](CO)O2)CC1 | 5 | -1 |
| 86 | NC(=O)c1cccc(Nc2nc(C(N)CCc3ccccc3)cs2)n1 (stereo not drawn) | -4 | -2 |
| 87 | CC(C)(C)c1ccc(C(=O)N2CCC2(C)C(=O)NCc2ccc3c(c2)OCO3)cc1 (stereo not drawn) | 24 | 1 |
| 88 | COc1ccc2c(CN3CCCC3)cc(=O)oc2c1 | -367 | -6 |
| 89 | COCOc1cccc(CN2CCC2(C)C(=O)Nc2ccc(C)cc2)c1 (stereo not drawn) | 9 | 2 |
| 90 | COC(=O)[C@]12CCCCC=C1N(CCC1=CCCCC1)C(=O)[C@H](CC(=O)NCCCN1CCCC1=O)C2 | -61 | 1 |
